GPR55 LPI antagonism – inhibition of LPI-stimulated GPR55 beta-arrestin translocation – imaging, U2OS, beta-arrestin-GFP, LPI agonist, primary screen (AID 2013). U2OS GPR55 beta-arrestin-GFP translocation imaging, LPI antagonism; higher % means a stronger effect. inhibition, % at 10 µM, or IC50 in µM where a hit was titrated. 290,000 tested, 0.13% active;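 active means spots per cell inhibited over 60%, with over 100 cells counted and total cytoplasm intensity under 500,000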;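 further: U2OS cells stably carrying GPR55 and arrestin-GFP stimulated by 5 µM LPI near EC80; imaged beta-arrestin-GFP aggregate spots per cell after agonist stimulation; plate controls were LPI-stimulated DMSO wells for no effect and DMSO wells without LPI for full effect; some results filed as inactive read as strong as hits; confirmed hits need IC50 under 10 µM and bright autofluorescent wells are also inconclusive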
Lipid droplet – hepatic lipid droplet formation modulation; AML12 mouse hepatocytes, oleate lipid droplets, BODIPY imaging; inhibition, % at 6.5 µM; 240,000 tested, 0.4% active;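 active means lipid droplet intensity inhibited by at least 50%, with more than 500 cells counted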
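Assay system: AML12 hepatocytes (mouse); Probe or stimulus: oleic acid at 100 µM to induce lipid droplet formation; Dosing: compound at 6.5 µM only; Schedule: compound with oleate, overnight; Detection: fluorescence imaging, 20x objective, two fields per well; Measure: % inhibition of lipid droplet signal.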
T cell HTS – T cell immune modulation candidate. 2C CD8+ T cell-vesicle binding, flow cytometry; active compounds read low. calls only at 7 µM. 330,000 tested, 0.068% active;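 active means response, share of CD8 T cells binding vesicles, and their 90th percentile fluorescence all below set limits, cut at about 80% in these data, passing the limit was not always enough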
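Assay system – 2C mouse CD8+ T cells · Also added – QL9-loaded Drosophila micro-vesicles · Timing – Cell–vesicle co-incubation 1.5 h at 37 °C, staining 20 min on ice · Signal – flow cytometry of vesicle-bound cells · Measure – percent CD8+ FL2 mean versus row control · Controls – Peptide-free naked vesicles (low) and QL9 vesicles with 0.7% DMSO vehicle (high)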
NTR1 agonist – NTR1-driven beta-arrestin-GFP spot formation – imaging, U2OS cells, high content, primary screen (AID 493036); agonist mode; activation, % at 20 µM; 330,000 tested, 0.17% active;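 active means activation at or above 40% of the spot to cytoplasm intensity ratio, with at least 20 cells analyzed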;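 further: 0% = DMSO without peptide and 100% = 100 nM NTR1 peptide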
Target sequence (P30989 whole entry, looked up): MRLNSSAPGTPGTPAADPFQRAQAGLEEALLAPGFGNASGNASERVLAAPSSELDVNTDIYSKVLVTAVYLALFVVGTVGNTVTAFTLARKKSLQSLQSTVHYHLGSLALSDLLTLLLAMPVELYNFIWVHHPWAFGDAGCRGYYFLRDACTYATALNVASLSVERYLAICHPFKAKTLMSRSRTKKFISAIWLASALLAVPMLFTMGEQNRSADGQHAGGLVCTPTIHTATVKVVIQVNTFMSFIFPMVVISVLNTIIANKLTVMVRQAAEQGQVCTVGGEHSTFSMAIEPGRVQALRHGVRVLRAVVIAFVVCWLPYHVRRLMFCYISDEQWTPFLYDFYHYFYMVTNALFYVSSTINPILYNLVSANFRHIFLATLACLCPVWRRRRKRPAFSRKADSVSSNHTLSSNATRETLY
GPR35 arrestin U2OS – inhibition of zaprinast-stimulated GPR35 beta-arrestin translocation – imaging, U2OS, beta-arrestin-GFP, zaprinast agonist, primary screen (AID 2058). U2OS GPR35 beta-arrestin-GFP translocation imaging, zaprinast antagonism; higher % means a stronger effect. inhibition, % at 10 µM, or IC50 in µM where a hit was titrated. 290,000 tested, 0.052% active;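 active means inhibition of at least 50% with at least 30 cells and total cytoplasm GFP at most 10,000,000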
SV40 large T antigen – TAg ATPase/helicase activity blockers – biochemical (AID 1903). SV40 large T antigen ATPase/helicase inhibition assay; higher % means a stronger effect. one-dose inhibition, % at 20 µM; IC50 in µM for titrated hits. 310,000 tested, 0.39% active; in the data active means a potency from the dose series; further: strong numbers were not always called active
Rac1 GTP hydrolysis – MgcRacGAP GTPase-activating activity inhibitors, confirmation, biochemical, ADP Hunter fluorescence; 340,000 tested, 0.6% active; MgcRacGAP-stimulated Rac1 GTP hydrolysis, ADP Hunter fluorescence; higher % means a stronger effect; GST-tagged Rac1 F28L mutant substrate; one-dose inhibition, % at 30 µM; IC50 in µM for titrated hits; AID 624330;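 active means first-screen hits whose inhibition reached a set limit at any dose in the follow-up dose series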;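 further: fluorescence reports GDP produced by GAP-driven GTP hydrolysis; strong numbers were not always called active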
GPR55 activation – GPR55 agonists via beta-arrestin recruitment, primary screen, imaging, U2OS cells, beta-arrestin-GFP redistribution (AID 1961); activation, % at 10 µM; hits with a dose series show EC50 in µM; 290,000 tested, 0.048% active; U2OS GPR55 beta-arrestin-GFP redistribution imaging; higher % means a stronger effect;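 active means activation above 40% with more than 50 cells counted in the well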;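 further: U2OS osteosarcoma cells stably expressing GPR55 and beta-arrestin-GFP; plate controls were DMSO negative control for no effect and LPI positive control for full effect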
LYP inhibition – PTPN22 lymphoid phosphatase activity blockers – biochemical, fluorescence intensity, uHTS (AID 1779). recombinant LYP phosphatase, fluorescence intensity; higher % means a stronger effect. inhibition, % at 11.5 µM; hits with a dose series show IC50 in µM. 290,000 tested, 0.054% active; in the data active means inhibition above about 50%;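 further: plate controls were vehicle with enzyme for no effect and no enzyme for full effect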
Lipid droplet cells 6.5 µM – second read-out of Lipid droplet, no call of its own (marks repeat the call); cell count; measured here: cell count, cytotoxicity flag;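 cells counted across two imaged fields per well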
T cell HTS vesicle-bound % – second read-out of T cell HTS, no call of its own (marks repeat the call); double positive events, %; measured here: CD8+ vesicle-bound cell fraction;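 binding gate set so that unloaded-vesicle control wells show 10% double positive cells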
NTR1 agonist cell count 20 µM – second read-out of NTR1 agonist, no call of its own (marks repeat the call); cell count; measured here: cell count, cytotoxicity flag
Active calls of the source: *; i = inactive; / = not tested or not shown. An unsorted share of the library. About 1.8% of those tested had a hit in this group.

SMILES	GPR55 LPI antagonism	Lipid droplet	Lipid droplet cells 6.5 µM	T cell HTS	T cell HTS vesicle-bound %	NTR1 agonist	NTR1 agonist cell count 20 µM	GPR35 arrestin U2OS	SV40 large T antigen	Rac1 GTP hydrolysis	GPR55 activation	LYP inhibition
CC1CN(c2ccc(Oc3ccccc3)cc2)c2nc3c(c(=O)[nH]c(=O)n3C)n2C1 (centres undefined)	2%	/	/	/	/	/	/	-9%	13%	-7%	-0.2%	3%
COc1ccc(CC(=O)NNC(=O)CSc2ccc(C)cc2)cc1	11%	20	667	i	42	-0.6	59	-16%	5%	8%	-0.1%	-6%
CC1CCN(C(=O)Cn2nc(C(F)(F)F)c3c2CCCC3)CC1	1%	/	/	i	29	-0.4	89	-24%	20%	1%	-0.3%	-10%
CC(=O)NNC(=O)CSc1nnc(-c2ccccc2)c(-c2ccccc2)n1	-2%	7	866	i	57	-0.5	49	-4%	2%	5%	-0.2%	-5%
CCCS(=O)(=O)Nc1cc(C(F)(F)F)ccc1OCCOC	6%	-4	723	i	20	-0.1	78	12%	2%	6%	0.0%	-4%
O=C(COC(=O)c1c(F)cccc1F)c1ccc[nH]1	-2%	-3	690	i	25	3.2	64	8%	1%	/	-0.1%	-7%
O=C(NCc1ccco1)c1cccnc1-c1nc2ccccc2s1	2%	1	720	i	31	-0.2	86	11%	17%	15%	-0.2%	-12%
Cc1cccc(NC(=O)CSc2nnc(-c3ccccc3)n2N)c1C	-5%	/	/	i	39	-3.6	86	10%	-3%	4%	-0.4%	4%
COc1ccc(CNS(=O)(=O)c2ccc3c(c2)NC(=O)C(C)S3)cc1 (centres undefined)	-7%	4	665	i	51	1.3	65	24%	-7%	9%	0.2%	-8%
COC(=O)c1ccccc1NC(=O)c1ccc(NC(=O)C2CCCO2)cc1 (centres undefined)	16%	-16	643	i	63	-0.2	69	-3%	-2%	5%	-0.1%	-4%
CCOC(=O)/C(C#N)=C/c1cccc(C)c1	9%	2	631	i	25	/	/	-2%	6%	6%	0.6%	-2%
CC(C)(C)OC(=O)NCc1nc(N)n[nH]1	-4%	-4	758	i	26	-0.5	53	-1%	18%	14%	1.0%	-9%
Cc1cc(C)cc(N(CCC#N)C(=O)CSc2nc3nc(C)cc(C)n3n2)c1	7%	/	/	i	61	1.4	40	2%	-12%	6%	0.5%	1%
N#Cc1ccc(CN2C(=O)NC3(CCCCCC3)C2=O)cc1	-4%	-20	761	i	5	-1.2	47	7%	2%	3%	-0.2%	-6%
COc1cc(C(=O)Nc2cccc(-c3nc4ncccc4o3)c2C)cc(OC)c1OC	10%	/	/	i	24	-0.7	48	12%	-15%	1%	-0.3%	-2%
CCOC(=O)c1cc(-c2nnc(-c3ccc(Cl)cc3)o2)c(C)nc1C	-16%	/	/	i	44	-0.9	22	6%	2%	-1%	-0.2%	-3%
COc1ccc(C(=O)Nc2cc(C(F)(F)F)ccc2-n2cnc3ccccc32)cc1	42%	0	518	i	46	1.7	49	21%	15%	6%	-0.2%	-4%
Cn1cc(C(=O)c2ccc(Cl)cc2Cl)cc1C(=O)N/N=C(\N)COc1cccc(C(F)(F)F)c1	-7%	-5	756	i	13	0.6	30	-8%	2%	7%	-0.2%	5%
COc1ccc(C(=O)CCc2nc3ccccc3s2)cc1	7%	-32	578	i	7	1.1	47	-16%	8%	7%	-0.1%	0%
O=C(Cc1ccccc1)N/N=C/c1cccc([N+](=O)[O-])c1	3%	0	707	i	66	-0.1	78	-4%	7%	14%	-0.3%	-3%
Cc1ccc(S(=O)(=O)N(C)c2ccc(C(=O)N3CCc4ccccc4C3)cc2)cc1	4%	-1	705	i	12	5.3	44	-9%	6%	7%	-0.1%	0%
COC(=O)c1ccccc1Sc1ncnc2onc(C)c12	11%	32	681	i	31	3.7	44	4%	4%	3%	-0.3%	-8%
O=S(=O)(c1cccs1)N1CCC2(CC1)OCCN2S(=O)(=O)c1ccccc1	/	/	/	i	19	1.9	66	/	12%	0%	/	/
CCOC(=O)c1ccc(NC(=O)c2ccc[n+]([O-])c2)cc1	-1%	21	815	i	16	-0.4	37	-17%	-5%	5%	-0.2%	-10%
O=C(CSc1nc(C2CC2)nc2ccccc12)N1c2ccccc2Sc2ccc(C(F)(F)F)cc21	10%	1	662	i	28	2.2	97	-13%	2%	16%	0.7%	10%

Sorted by molar mass (descending): some entries from above.
SMILES	GPR55 LPI antagonism	Lipid droplet	Lipid droplet cells 6.5 µM	T cell HTS	T cell HTS vesicle-bound %	NTR1 agonist	NTR1 agonist cell count 20 µM	GPR35 arrestin U2OS	SV40 large T antigen	Rac1 GTP hydrolysis	GPR55 activation	LYP inhibition
O=S(=O)(c1cccs1)N1CCC2(CC1)OCCN2S(=O)(=O)c1ccccc1	/	/	/	i	19	1.9	66	/	12%	0%	/	/
CC1CCN(C(=O)Cn2nc(C(F)(F)F)c3c2CCCC3)CC1	1%	/	/	i	29	-0.4	89	-24%	20%	1%	-0.3%	-10%
COc1ccc(C(=O)CCc2nc3ccccc3s2)cc1	7%	-32	578	i	7	1.1	47	-16%	8%	7%	-0.1%	0%
CCOC(=O)c1ccc(NC(=O)c2ccc[n+]([O-])c2)cc1	-1%	21	815	i	16	-0.4	37	-17%	-5%	5%	-0.2%	-10%

Next structures.
SMILES	GPR55 LPI antagonism	Lipid droplet	Lipid droplet cells 6.5 µM	T cell HTS	T cell HTS vesicle-bound %	NTR1 agonist	NTR1 agonist cell count 20 µM	GPR35 arrestin U2OS	SV40 large T antigen	Rac1 GTP hydrolysis	GPR55 activation	LYP inhibition
CN1C(=O)CSC1=Nc1cccc(C(=O)O)c1	0%	-1	796	i	60	-1.4	52	-6%	4%	6%	0.0%	-6%
COC(=O)CC1C(=O)NCCN1C(=S)Nc1cccc(C)c1 (centres undefined)	6%	-14	549	i	6	-1.2	33	11%	3%	-8%	-0.2%	-5%
Cc1ccc(NC2=NC3(CCCC3)N=C(N)N2)c(C)c1	-5%	0	636	i	18	-1.2	56	-1%	3%	5%	0.2%	-9%
COC(=O)c1ccc(COc2ccccc2/C=C(\C#N)C(=O)NC(C)C)cc1	2%	3	686	i	51	36	73	1%	11%	10%	0.0%	0%
COCC(=O)NC1CCN(S(=O)(=O)c2ccc(C(=O)O)cc2)CC1	-17%	/	/	i	48	0.8	89	1%	9%	3%	0.8%	-11%
Cc1cccc(C)c1NC(=O)NC1(C(=O)N2CCOCC2)CCCCC1	12%	-5	671	i	19	1.5	49	-2%	4%	-3%	-1.0%	-8%
C=CCn1c(SCC(=O)Nc2ccc(C)cc2C)nnc1-c1cccnc1	-5%	-10	789	i	54	0.2	30	-3%	5%	14%	-0.1%	-4%
CCOC(=O)C1=C(C)n2c(s/c(=C3\C(=O)Nc4ccccc43)c2=O)=NC1c1ccc(OC)cc1 (centres undefined)	8%	80*	685*	i	31	19	50	-5%	14%	31%	-0.1%	11%
Cn1nc(C(F)(F)F)c(/C=N/OC(=O)c2ccccc2)c1Sc1ccc(Cl)cc1	6%	-6	783	i	12	1.3	44	14%	10%	8%	0.0%	9%
CC(=O)Nc1ccc(NS(=O)(=O)c2ccccc2)c2ccccc12	4%	/	/	i	19	-1.6	83	21%	7%	/	-0.1%	-7%
N#Cc1c(NC(NC(=O)c2ccco2)C(=O)c2ccccc2)sc2c1CCCC2 (centres undefined)	21%	-15	563	i	11	4.5	47	-13%	24%	23%	0.2%	2%
Cc1ccccc1C(=O)NC1CCSC1=O (centres undefined)	2%	-3	655	i	26	0.7	57	10%	10%	-6%	-1.9%	-7%
O=C(O)C1CCCCC1C(=O)NCc1ccncc1 (centres undefined)	4%	9	742	i	44	-1.4	55	5%	4%	8%	-0.2%	-5%
CC(C)COC(=O)N1CC(O)CC1C(=O)O (centres undefined)	-2%	/	/	i	38	-0.5	75	1%	5%	12%	-0.2%	-17%
COc1ccc(C)cc1NC(=O)c1ccc(NS(=O)(=O)c2cccs2)cc1	5%	7	827	i	49	12	53	-10%	0%	0%	-0.1%	-1%
O=C(N/N=C/c1cc2c(cc1Br)OCO2)C1COc2ccccc2O1 (centres undefined)	13%	8	680	i	46	6.4	70	-1%	-3%	6%	-0.5%	5%
O=C(CN1CCN(Cc2cccc(F)c2)CC1)Nc1ccccc1F	-2%	1	797	i	64	-1.4	76	0%	8%	6%	0.0%	-4%
CCOC(=O)CN1C(=N)N(c2nc(NC(C)C)nc(NC(C)C)n2)CC1=O	-4%	6	747	i	29	1.3	51	-7%	10%	7%	0.0%	-1%
Cc1ccccc1-n1c(O)cc(=O)[nH]c1=S	10%	-8	569	i	66	-0.2	92	4%	-6%	11%	0.2%	-3%
CS(=O)(=O)N(CCc1ccccc1)CC(=O)NCc1ccco1	6%	-3	751	i	30	0.9	33	-6%	1%	10%	-0.2%	-3%
CC(=O)NC(C(=O)c1ccccc1)N1CCCCC1 (centres undefined)	-4%	-3	805	i	50	-0.2	74	-24%	-7%	14%	-0.3%	-9%
Cc1ccc(CN2CCN(Cc3cccc(OCCO)c3)CC2CCO)o1 (centres undefined)	-4%	11	685	i	53	-1.2	82	3%	6%	4%	0.2%	-9%
CN1CCN(S(=O)(=O)c2ccc(Br)c3ccccc23)CC1	-5%	-35	847	i	49	-0.4	71	-1%	3%	0%	-0.1%	-7%
CCn1cc(/C=C/C(=O)Nc2ccc(C)cc2Br)cn1	14%	5	644	i	17	1.4	43	-16%	7%	12%	-0.3%	-4%
COc1ccc(OC)c(S(=O)(=O)N2CCC(C(=O)Nc3ccccc3)CC2)c1	7%	-7	653	i	51	2.1	39	16%	-2%	4%	-0.1%	-4%
CC1CCc2nn(CC(=O)NCCCN3CCCCC3)cc2C1 (centres undefined)	13%	/	/	i	59	2.7	55	27%	-6%	5%	-0.1%	-9%
Cc1ccccc1CN(C)Cc1cc(=O)oc2c(C)c(C)ccc12	-6%	-8	770	i	36	9.2	51	-1%	-1%	6%	-0.4%	-4%
Cc1cnccc1CN(C)Cc1nc(Cc2ccccc2Cl)no1	-5%	-8	721	i	13	0.1	104	3%	13%	2%	-0.2%	-5%
O=C(CSc1ccc(-c2cccs2)nn1)NCc1ccccc1Cl	-1%	-1	655	i	49	0.0	53	-17%	3%	/	-0.1%	-8%
